High-throughput results (PubChem BioAssay)
CF NFkB inh = inhibitors of PAF-induced NF-kB signaling, primary screen, cell-based, GFP fluorescence, uHTS; KKLEB NF-kB-GFP reporter, GFP fluorescence overnight; inhibition, % at 5 µM; 360,000 compounds, 0.86% hits;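 active = at least 50% inhibition at 5 µM, scaled per plate between neutral and stimulator controls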;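 note: PAF is a Pseudomonas aeruginosa culture filtrate used as stimulus; plate controls were PAF-stimulated DMSO wells for no effect and unstimulated DMSO wells for full effect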
Shn3 3UTR inh = reduction of Shn3 3'UTR firefly luciferase signal, primary screen, Schnurri-3 inhibitor project, cell-based, Clone20 osteoblasts, set 2; Clone20 osteoblast Shn3 3'UTR firefly luciferase, 24 h; inhibition, % at 12.5 µM; 360,000 compounds, 0.52% hits; AID 588674, 2011;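 active = mean inhibition of at least 75% with every replicate also reaching 75%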;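 note: 0% = median of neutral control wells and 100% = pilot-screen positive control compound; some compounds past the cut are filed as inactive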
TROY NFkB inh = inhibitors of TROY-driven NF-kB signaling, primary screen, Q293 LMP1-TROYcd cells, NF-kB luciferase, uHTS. inhibition, % at 10 µM. Q293 LMP1-TROYcd NF-kB luciferase reporter, 4 h. 360,000 compounds, 0.98% hits;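 active = compounds whose plate-normalised and pattern-corrected inhibition of the luciferase reporter signal at the single screening dose is 50% or more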
C8 TRAIL sens = viability loss with TRAIL in NB7+C8 cells, primary screen, TRAIL sensitizer project, cell-based, ATPlite luminescence. inhibition (viability loss, TRAIL sensitization), % at 10 µM. 360,000 compounds, 1% hits;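 active = compounds causing at least 50% loss of cell viability in the single-dose screen, relative to plate controls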
TRPM1 prom inh = inhibitors of MITF-dependent TRPM1 promoter reporter, primary screen, cell-based, SK-MEL-5, single point, luciferase. SK-MEL-5 TRPM1 promoter luciferase, 24 h. inhibition, % at 12.5 µM. 330,000 compounds, 0.83% hits. AID 488899, 2010;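 active = mean inhibition across replicates of 60% or more, whatever share of single replicates reaches that level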; note: values of inactives mirror those of a sister screen read the other way
NR2E3 ag-1 = NR2E3 agonists in two-hybrid cells, primary screen, cell-based, luminescence, CHO-S, Gal4-NCOR/VP16-NR2E3; Photoreceptor-specific nuclear receptor (Homo sapiens), Q9Y5X4; luciferase; inhibition of corepressor binding, % at 3.98 µM; 360,000 compounds, 0.35% hits; AID 602229, 2012;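 active = inhibition above the mean of all tested compounds plus 3 SD, cut at about 70% in these data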;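 note: 0% = DMSO with NR2E3 transfected cells and 100% = cells lacking NR2E3 construct; higher means lower luciferase signal from less NR2E3 corepressor binding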
Target sequence (Q9Y5X4 whole entry, looked up, the tested form may be a part): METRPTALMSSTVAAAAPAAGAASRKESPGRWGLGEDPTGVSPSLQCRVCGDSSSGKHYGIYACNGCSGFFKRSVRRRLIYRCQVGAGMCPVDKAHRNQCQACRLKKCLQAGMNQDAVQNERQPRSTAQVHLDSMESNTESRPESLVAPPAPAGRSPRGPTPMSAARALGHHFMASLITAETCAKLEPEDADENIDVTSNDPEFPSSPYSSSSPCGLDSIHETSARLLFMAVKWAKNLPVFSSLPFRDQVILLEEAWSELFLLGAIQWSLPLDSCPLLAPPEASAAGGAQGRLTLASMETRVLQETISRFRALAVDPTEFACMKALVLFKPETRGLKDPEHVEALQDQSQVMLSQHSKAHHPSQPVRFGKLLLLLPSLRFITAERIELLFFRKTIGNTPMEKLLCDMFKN
KKLEB cytotox = cytotoxicity in KKLEB CF airway cells, primary screen, cytotoxicity control for CF NF-kB inhibitor project, cell-based, uHTS, fluorescence assay plates; KKLEB CF airway cells viability, ATPlite luminescence, overnight; active compounds read low; cells stimulated with P. aeruginosa culture filtrate; activity change (cytotoxicity), % at 5 µM; 360,000 compounds, 0.36% hits; AID 602141, 2011;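 active = corrected activity change at or below -50% at 5 µM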
TWEAK-Fn14 inh = inhibitors of TWEAK-Fn14 signaling, primary screen, luciferase reporter cells, uHTS; 360,000 compounds, 2% hits; TWEAK-stimulated Fn14 reporter cells, luciferase luminescence, 8 h; inhibition, % at 10 µM; in the data active = inhibition above about 50%
HIF-2a block = HIF-2a reporter inhibitors, primary screen, luminescence, 786-0 RCC cells. 786-0 RCC cells HIF-2a reporter, luciferase luminescence, overnight. inhibition, % at 18.8 µM. 360,000 compounds, 0.72% hits;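 active = inhibition of the luminescence signal of 40% or more relative to plate controls, in a single-dose primary screen at 18.75 µM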
Peg3 prom inh = Peg3 promoter-driven luciferase inhibitors, primary screen, cell-based, HeLa, luciferase luminescence; HeLa PEG-Prom luciferase reporter, overnight; inhibition, % at 20 µM; 360,000 compounds, 1.7% hits; AID 588405, 2011;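 active = inhibition of at least 50% at 20 µM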
NR2E3 ag-2 = inhibitors of NR2E3-RetCOR corepressor binding, primary screen, NR2E3 agonist project, biochemical, TR-FRET, GST-NR2E3, biotin-RetCOR; Photoreceptor-specific nuclear receptor (Homo sapiens), Q9Y5X4; 1536-well; inhibition of corepressor binding, % at 4.78 µM; 320,000 compounds, 0.12% hits; AID 2300, 2010;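 active = percent inhibition above the cutoff of mean plus 3 SD of all tested compounds, set per screening campaign, cut at about 20% in these data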;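 note: 0% = DMSO wells and 100% = biotin wells as full block of FRET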
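Assay system: NR2E3–RetCOR corepressor complex. Quantity: 1.35 nM GST-NR2E3. Buffer or medium: pH 7.5 Tris-based buffer. Reagent: biotinylated RetCOR corepressor at 7 nM final. Schedule: 5 h at 4 °C. Detection: TR-FRET, emission read at 617 and 671 nm. Replicates: one well per compound, singlicate testing.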
* marks the source's active call; other numbers are inactive results; . = no result given; & = joins results of further samples. This is a subset; count on the stated rates, not on these rows.

| SMILES | CF NFkB inh | Shn3 3UTR inh | TROY NFkB inh | C8 TRAIL sens | TRPM1 prom inh | NR2E3 ag-1 | KKLEB cytotox | TWEAK-Fn14 inh | HIF-2a block | Peg3 prom inh | NR2E3 ag-2 |
| --- | --- | --- | --- | --- | --- | --- | --- | --- | --- | --- | --- |
| C[C@H]1Oc2ccccc2C(=O)C1C(=O)c1ccccc1 (stereo not given in full) | -6 | -5 | -32 | 2 | -15 | -24 | 4 | -19 | -38 | -32 | 1 |
| Cc1cc(C)c(C(=O)Nc2ccccc2)c(CC(C)(C)C(=O)O)c1 | -12 | -2 | -8 | 9 | -6 | -6 | 12 | -2 | 16 | 8 | 2 |
| COc1ccccc1NC(=O)N1CCc2[nH]c3ccc(Cl)cc3c2C1 | 4 | 15 | -1 | 15 | -6 | -11 | 10 | -8 | -34 | 3 | -2 |
| CC(=O)Oc1ccc(OC(C)=O)c2c1CC1(C)OC1(C)C2 (stereo not given) | 4 | -4 | -4 | -8 | . | 15 | -18 | 8 | -2 | -5 | . |
| COc1ccc(CCNC(=O)c2ccc(NC(=O)CC3SC(N4CCCC4)=NC3=O)cc2)cc1OC (stereo not given) | 3 | -19 | -10 | 7 | 12 | -10 | 5 | -7 | 16 | 0 | . |
| COc1cc(NC(=O)C2CCCCC2)c2ncccc2c1 | 4 | 17 | 17 | -5 | 11 | -9 | -1 | 11 | -8 | -8 | 7 |
| CC(C)(C)OC(=O)N1CCCC(C(=O)Nc2cccc(C(=O)N3CCOCC3)c2)C1 (stereo not given) | -10 | 46 | 3 | 3 | 0 | -26 | 20 | 10 | 1 | 1 | . |
| O=C(CCNS(=O)(=O)c1ccccc1)N1CCN(c2ccccc2)CC1 | -13 | 10 | 5 | -15 | 8 | 26 | 0 | 7 | 1 | 7 | 0 |
| CC(CC(=O)N(C)CC(=O)Nc1ccc(N2CCOCC2)cc1)c1ccccc1 (stereo not given) | 27 | -6 | 0 | 6 | 1 | 5 | -8 | 18 | 0 | 15 | 1 |
| CCC1=NNC(=O)C(CC(=O)Nc2ccccc2)c2cc(OC)c(OC)cc21 (stereo not given) | 2 | -19 | -3 | 20 | -8 | -5 | 0 | -1 | 8 | -5 | -2 |
| CNc1nc(Oc2ccc(C(=O)OC)cc2)nc(SC)n1 | 20 | 15 | 5 | -7 | 14 | 1 | -12 | 4 | -4 | 15 | 1 |
| OCCSc1nncn1/N=C/c1c[nH]c2ccccc12 | -2 | -4 | -9 | -4 | -6 | -5 | 7 | -11 | -27 | -15 | -3 |
| O=C(Nc1ccc(S(=O)(=O)Nc2ncccn2)cc1)c1cnc(Cl)c(Cl)c1 | 6 | -1 | -14 | 1 | 8 | -2 | 1 | -7 | 8 | -2 | -2 |
| CC1=NN(c2ccccc2)C(=O)/C1=C\c1c(C)[nH]n(-c2ccccc2)c1=O | 13 | -4 | -8 | 17 | 7 | -11 | 0 | 3 | 18 | 18 | 1 |
| COc1ccccc1C(=O)COC(=O)CCCN=C1NS(=O)(=O)c2ccccc21 | 30 | -4 | -28 | 0 | -18 | -9 | -12 | -11 | -3 | 3 | 0 |
| COc1ccc(N2CCN(c3nc4ccccn4c(=O)c3/C=C(\C#N)S(=O)(=O)c3ccccc3)CC2)cc1 | 8 | -17 | -26 | -7 | -8 | -41 | -6 | -5 | -205 | -32 | 2 |

Another view of some results above.
Below each SMILES – CF NFkB inh	Shn3 3UTR inh	TROY NFkB inh	C8 TRAIL sens	TRPM1 prom inh	NR2E3 ag-1	KKLEB cytotox	TWEAK-Fn14 inh	HIF-2a block	Peg3 prom inh	NR2E3 ag-2
CC(C)(C)OC(=O)N1CCCC(C(=O)Nc2cccc(C(=O)N3CCOCC3)c2)C1 (stereo not given)
 : -10	46	3	3	0	-26	20	10	1	1	.
O=C(CCNS(=O)(=O)c1ccccc1)N1CCN(c2ccccc2)CC1
 : -13	10	5	-15	8	26	0	7	1	7	0
CC(CC(=O)N(C)CC(=O)Nc1ccc(N2CCOCC2)cc1)c1ccccc1 (stereo not given)
 : 27	-6	0	6	1	5	-8	18	0	15	1
CCC1=NNC(=O)C(CC(=O)Nc2ccccc2)c2cc(OC)c(OC)cc21 (stereo not given)
 : 2	-19	-3	20	-8	-5	0	-1	8	-5	-2
CNc1nc(Oc2ccc(C(=O)OC)cc2)nc(SC)n1
 : 20	15	5	-7	14	1	-12	4	-4	15	1
OCCSc1nncn1/N=C/c1c[nH]c2ccccc12
 : -2	-4	-9	-4	-6	-5	7	-11	-27	-15	-3
O=C(Nc1ccc(S(=O)(=O)Nc2ncccn2)cc1)c1cnc(Cl)c(Cl)c1
 : 6	-1	-14	1	8	-2	1	-7	8	-2	-2
CC1=NN(c2ccccc2)C(=O)/C1=C\c1c(C)[nH]n(-c2ccccc2)c1=O
 : 13	-4	-8	17	7	-11	0	3	18	18	1
COc1ccccc1C(=O)COC(=O)CCCN=C1NS(=O)(=O)c2ccccc21
 : 30	-4	-28	0	-18	-9	-12	-11	-3	3	0
COc1ccc(N2CCN(c3nc4ccccn4c(=O)c3/C=C(\C#N)S(=O)(=O)c3ccccc3)CC2)cc1
 : 8	-17	-26	-7	-8	-41	-6	-5	-205	-32	2

Other compounds
| SMILES | CF NFkB inh | Shn3 3UTR inh | TROY NFkB inh | C8 TRAIL sens | TRPM1 prom inh | NR2E3 ag-1 | KKLEB cytotox | TWEAK-Fn14 inh | HIF-2a block | Peg3 prom inh | NR2E3 ag-2 |
| --- | --- | --- | --- | --- | --- | --- | --- | --- | --- | --- | --- |
| COCCN(C(=O)COC(=O)CCC(=O)c1ccc(C)cc1)c1c(N)n(Cc2ccccc2)c(=O)[nH]c1=O | 21 | -9 | -6 | -12 | 1 | 15 | -7 | 10 | -2 | 13 | 2 |
| CC(=O)NCCNC(=O)c1ccc2c(c1)S(=O)(=O)c1ccccc1C2=O | 11 | -15 | -4 | -15 | 5 | -22 | -3 | 16 | 0 | -12 | -2 |
| Nc1c(C(=O)N2CCOCC2)sc(=S)n1-c1ccccc1 | 18 | -7 | -3 | 3 | 14 | 9 | -7 | -17 | 7 | 13 | 2 |
| Cc1cc(NC(=O)/C=C/C(=O)N(CC(=O)NC2CCCC2)c2ccc(F)cc2)no1 | 10 | 13 | -12 | 8 | -5 | 6 | -18 | -7 | 12 | 10 | 0 |
| Cc1cc(C)c(C)c(OCC(=O)O/N=C(\N)c2ccncc2)c1 | -7 | 32 | -2 | 3 | -16 | 7 | 11 | -29 | -32 | -13 | 5 |
| CCc1c(O)nc(SCC(=O)c2ccccc2)n(-c2ccccc2)c1=O | 14 | 3 | -3 | -2 | -1 | -15 | -1 | -8 | -1 | -9 | 1 |
| CCc1nnc(NC(=S)Nc2ccccc2)s1 | -2 | -64 | -28 | 5 | -54 | 20 | 6 | -14 | -167 | -225 | 0 |
| O=C(NCc1ccc(Cl)cc1)C1CCCO1 (stereo not given) | -21 | 2 | 6 | 7 | -7 | -19 | 1 | -7 | 9 | 13 | 0 |
| C=CCNC(=O)C1CC1(c1cccc(C)c1)c1cccc(C)c1 (stereo not given) | -1 | 9 | -15 | 23 | . | -19 | -4 | 3 | 20 | 12 | 3 |
| CCCCCCSc1ccc(-c2nc3ccccn3c2NCCCC)cc1 | 3 | 5 | -18 | 39 | 1 | -43 | -23 | -7 | -105 | -1 | 2 |
| CSCCC(NC(=O)c1ccccc1Cl)C(=O)N(C)CC(=O)Nc1ccc(N2CCOCC2)cc1 (stereo not given) | -14 | -8 | 21 | -17 | 12 | 18 | 8 | -7 | 5 | 27 | 2 |
| Oc1ccc(-c2nc3cnccn3c2Nc2ccc3c(c2)OCCO3)cc1 | -12 | 6 | -34 | -6 | . | -11 | -9 | 27 | -2 | -13 | -6 |
| C=CCn1c(SCC(=O)N2CCN(c3ccccc3)CC2)nnc1-c1ccco1 | 0 | 36 | -8 | -16 | 15 | 8 | 17 | 4 | 16 | 2 | 0 |
| Cc1cccc(C)c1OCc1cc(C(=O)N2CCC(c3ccccc3)CC2)no1 | 5 | -53 | -16 | -1 | -36 | -51 | -2 | -25 | -192 | -98 | 0 |
| COc1ccc(OC)c(CN2CCN(C(=O)c3cccs3)CC2)c1 | -6 | -24 | -17 | 6 | 10 | 12 | 3 | -21 | 23 | 15 | -7 |
| Cc1ccc(C)c(N(CC(=O)NCC2CCCO2)C(=O)CCC(=O)Nc2nccs2)c1 (stereo not given) | -8 | -4 | -4 | 0 | -7 | 4 | 9 | 9 | 1 | 5 | 2 |
| CSCCC(NC(=O)c1cc(CC(C)C)oc1C)C(=O)O (stereo not given) | 14 | -4 | 13 | 8 | 8 | 7 | -5 | 9 | 2 | 11 | -1 |
| Cc1ccc(OCC(O)CN2CCN(Cc3ccc4c(c3)OCO4)CC2)c(C)c1 (stereo not given) | -10&5 | -1&9 | -5&4 | 0&9 | -3&5 | -2&3 | 2&3 | -11&-17 | 4&26 | 5&9 | 1 |
| O=C(NCCCn1ncc2ccccc21)c1cc(COc2c(F)cccc2F)on1 | -10 | 5 | 2 | -7 | -11 | -17 | -9 | 0 | -6 | 8 | 2 |
| CCCCN1C(=O)C2(NNc3ccccc3O2)c2ccccc21 (stereo not given) | -33 | -16 | 23 | 2 | -5 | -20 | 19 | 24 | -33 | -40 | 5 |
| O=C(CSc1n[nH]c(=O)[nH]c1=O)N/N=C/C=C\c1ccccc1 | 14 | 10 | 25 | -5 | -7 | -26 | 7 | 1 | 13 | -10 | 4 |
| CN(C)CCNc1ncnc2c1ncn2[C@H]1CN(Cc2ccc(-c3ccccc3)cc2)C[C@@H](CO)O1 | 10 | 3 | 14 | 17 | . | -13 | -5 | 12 | -3 | 80* | . |
| CN1C(=O)c2ccccc2C(C(=O)NCCCN2CCCC2)C1c1c[nH]c2ccccc12 (stereo not given) | 11 | -4 | 7 | 62* | 8 | 8 | 0 | 10 | 21 | -1 | 1 |
